# High-throughput results (PubChem)
# FXIIa inh 1536 = human FXIIa protease inhibitors, primary screen, biochemical, 1536-well; Coagulation factor XII (Homo sapiens), P00748; purified FXIIa, Boc-QGR-AMC fluorogenic substrate, 2 h; inhibition, % at 5 µM; 220,000 tested, 0.3% active; AID 800, 2007; in the data active = inhibition above about 40%;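 note: 0% = enzyme with no compound and 100% = blank without enzyme; many of its hits are not listed in these tables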
# Hck-Nef inh = inhibitors of Nef-activated human Hck kinase, primary screen, biochemical, Z-Lyte FRET, 384-well, Hck-YEEI; Recombinant Hck-YEEI plus Nef, Z-Lyte FRET kinase assay; Tyrosine-protein kinase HCK (Homo sapiens), P08631; inhibition, % at 20 µM; 220,000 tested, 0.68% active;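 active = Hck-Nef kinase inhibition above about 50%, limit read from the data; inactive = inhibition below that limit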;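 note: 0% = DMSO with Hck plus Nef and 100% = Hck alone without Nef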
# hK5 inh = human KLK5 protease inhibitors, primary screen, biochemical, 1536-well; Kallikrein-5 (Homo sapiens), Q9Y337; inhibition, % at 5 µM; recombinant hK5, fluorogenic AMC substrate cleavage; AID 873, 2007; 210,000 tested, 0.59% active;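 active = inhibition of 40% or more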;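 note: 0% = enzyme controls without compound and 100% = no-enzyme blanks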
# Wee1 degr inh = Wee1 degradation inhibitors, primary screen, cell-based, HeLa, Wee1K328M-luciferase, luminescence. HeLa Luc-Wee1K328M stability; 100% = proteasome inhibitor MG132 effect. Wee1-like protein kinase (Homo sapiens), P30291. 220,000 tested, 1.2% active. reporter increase, % at 5 µM. AID 1321, 2008;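 active = activation above the mean of all tested compounds plus 3 SD, set per screening run, cut at about 8.8% in these data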;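 note: cells exposed to compound for 20 h before luminescence read; 0% = DMSO alone and 100% = MG132 at 30 µM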
# Runt-CBFb FRET = inhibitors of RUNX1 Runt–CBFb binding, primary screen, biochemical, FRET, Cerulean-Runt, Venus-CBFb, uHTS | inhibition, % at 20 µM | Runt-related transcription factor 1 (Homo sapiens) + Core-binding factor subunit beta … | Cerulean-Runt/Venus-CBFb FRET ratio 530/480, 1 h | 220,000 tested, 0.46% active;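 active = inhibition over about 50% at 20 µM in the single-dose screen, limit read from the data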;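 note: 0% = DMSO wells and 100% = excess unlabeled CBFb competitor control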
# Target sequence (Q01196 whole entry, looked up): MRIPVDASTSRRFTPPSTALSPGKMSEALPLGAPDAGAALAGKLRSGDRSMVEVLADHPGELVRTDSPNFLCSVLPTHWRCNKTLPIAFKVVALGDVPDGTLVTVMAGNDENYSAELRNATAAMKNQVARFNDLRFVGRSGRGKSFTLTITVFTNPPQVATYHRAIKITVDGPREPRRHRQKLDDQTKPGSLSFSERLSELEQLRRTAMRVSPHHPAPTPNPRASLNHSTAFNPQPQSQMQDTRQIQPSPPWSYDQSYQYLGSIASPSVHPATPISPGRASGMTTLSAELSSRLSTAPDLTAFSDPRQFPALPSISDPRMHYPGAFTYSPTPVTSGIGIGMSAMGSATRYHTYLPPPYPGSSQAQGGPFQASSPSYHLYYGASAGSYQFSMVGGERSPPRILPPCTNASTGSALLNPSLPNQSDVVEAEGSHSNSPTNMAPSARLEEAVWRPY
# Target sequence (Q13951 whole entry, looked up): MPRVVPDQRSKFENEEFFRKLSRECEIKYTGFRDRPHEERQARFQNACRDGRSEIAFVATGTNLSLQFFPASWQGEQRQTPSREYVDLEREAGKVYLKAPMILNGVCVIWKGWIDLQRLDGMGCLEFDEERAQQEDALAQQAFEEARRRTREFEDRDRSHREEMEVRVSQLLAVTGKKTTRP
#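 System: Cerulean-labeled Runt domain protein | Quantity: 100 nM of each labeled protein | Schedule: 1 h compound exposure, room temperature | Detection: Fluorescence energy transfer, 422 nm excitation, 530/480 nm emission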
# thrombin 1536 = human alpha-thrombin inhibitors, primary screen, counter-screen for coagulation protease inhibitor project, biochemical, 1536-well, fluorogenic AMC substrate; Prothrombin (Homo sapiens), P00734; Boc-VPR-AMC fluorogenic substrate cleavage; inhibition, % at 5 µM; 220,000 tested, 0.26% active;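 active = inhibition at or above 40%; inactive = inhibition below 40%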;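 note: 0% = enzyme with no compound and 100% = wells without enzyme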
#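 Material: human alpha-thrombin enzyme / Medium: pH 7.5 Tris (50 mM) with NaCl 150 mM, Tween 20 0.05% / Compound: single-point dosing at 5 µM, 0.2% DMSO / Incubation: enzyme reaction carried out at room temperature / Detection: AMC fluorescence, 355/460 nm / Read-out basis: percent inhibition scaled between no-compound controls and no-enzyme blanks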
# 14-3-3 Bad PPI = inhibitors of 14-3-3 zeta/Bad binding, primary screen, biochemical, TR-FRET, bovine 14-3-3 zeta | inhibition, % at 21.7 µM | AID 781, 2007 | 14-3-3 protein zeta/delta (Bos taurus), P63103 | 220,000 tested, 0.71% active | TR-FRET 14-3-3zeta/Dy647-pBad peptide displacement, 1 h;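 active = inhibition above about 70%, limit read from the data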;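 note: 0% = full 14-3-3 plus peptide FRET controls and 100% = background without 14-3-3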
# Target sequence (P63103 whole entry, looked up): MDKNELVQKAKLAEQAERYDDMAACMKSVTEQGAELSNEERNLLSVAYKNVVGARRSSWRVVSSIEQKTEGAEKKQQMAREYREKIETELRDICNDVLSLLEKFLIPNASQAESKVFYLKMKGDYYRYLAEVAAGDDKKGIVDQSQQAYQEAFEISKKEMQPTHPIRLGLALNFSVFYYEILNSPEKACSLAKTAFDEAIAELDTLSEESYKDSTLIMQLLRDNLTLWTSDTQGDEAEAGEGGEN
# Runt-SMMHC FRET = inhibitors of RUNX1 Runt–CBFb-SMMHC binding, primary screen, biochemical, FRET, Cerulean-Runt, Venus-CBFb-SMMHC, uHTS; Runt-related transcription factor 1 (Homo sapiens) + Core-binding factor subunit beta …; AID 1434, 2008; 220,000 tested, 0.74% active; inhibition, % at 20 µM; Cerulean-Runt/Venus-CBFb-SMMHC FRET ratio 530/480, 1 h;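 active = mean inhibition across duplicate retests at 20 µM reaching about 50%, limit read from the data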;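 note: 0% = DMSO wells and 100% = wells with excess untagged CBFb-SMMHC; inhibitors lower the FRET ratio by blocking Runt binding to CBFb-SMMHC; some results filed as inactive read as strong as hits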
# FXIa inh 1536 = human FXIa protease inhibitors, primary screen, biochemical, 1536-well. Coagulation factor XI (Homo sapiens), P03951. purified FXIa, Boc-Glu-Ala-Arg-AMC fluorogenic substrate. inhibition, % at 5 µM. 220,000 tested, 0.14% active;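 active = inhibition of at least 40%; inactive = inhibition below 40%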;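 note: fluorescence of freed AMC excited at 355 nm; 0% = enzyme without compound and 100% = no enzyme blank; many of its hits are not listed in these tables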
# * = called active by the depositor; i = inactive; nt = no result given; [ ] = another dose, or the depositor's remark.
SMILES,FXIIa inh 1536,Hck-Nef inh,hK5 inh,Wee1 degr inh,Runt-CBFb FRET,thrombin 1536,14-3-3 Bad PPI,Runt-SMMHC FRET,FXIa inh 1536
CCc1n[nH]c(=S)n1/N=C/c1ccccc1OCc1ccc(Cl)cc1,10,-9,2,0,14,2,-2,4,1
CCCCNC(=O)c1ccccc1NS(=O)(=O)c1ccc2c(c1)OCCO2,23,0,5,-2,-2,-3,43,3,15
CC(C)N1CCN(Cc2ccc(Sc3nncn3C)o2)CC1CCO (centres undefined),7,18,-1,0,11,-7,-2,-2,-3
O=C1NC2(CCCC2)N=C1c1ccc(Cl)cc1,5,-1,-1,3,1,0,-2[fluorescence artefact?],4,-4
Nc1nnc(SCC(=O)OCc2ccccc2)s1,4,2,-13,-1,0,-4,-5,2,8
O=C1CS/C(=N/N=C/c2ccncc2)N1,9,12,5,1,0,-1,-20,-2,7
CCOC(=O)c1sc(=S)n(C)c1NC(=O)c1ccccc1Cl,-13,1,2,1,14,-2,-10[fluorescence artefact?],6,-5
COCCOc1cc(-n2cccc2)c(Cl)cc1Cl,7,0,-1,1,0,-12,-14,-2,-4
COC(=O)c1sc(C(=O)OC)c(C(=O)OC)c1C(=O)OC,12,4,-14,-1,-2,-4,0,-3,2
COc1cc2c(cc1OC)CN(C(C)C(=O)Nc1ccc(NC(C)=O)cc1)CC2 (centres undefined),3,4,-15,1,2,-3,-5[fluorescence artefact?],0,0
COCCOC(=O)c1c(C)oc2ccc(NS(=O)(=O)c3ccc(C)cc3)cc12,6,-1,-3,-1,2,-4,-6,3,-3
Cc1sc2ncnc(N(C)Cc3ccco3)c2c1C,14,2,-23,3,4,-5,-6,0,5
CCOC(=O)C(Cc1ccccc1)C(=O)Nc1ccc(NC(=O)C(Cc2ccccc2)C(=O)OCC)cc1 (centres undefined),10,4,18,-2,3,1,0,-2,1
COC(=O)c1ccc(NC(=O)Cn2nc(SC)n(N)c2=S)cc1,9,0,8,1,2,0,-8,-3,1
Cc1ccc2c(c1)nnn2C1CCN(C(=O)c2cccs2)CC1,9,3,-8,-1,2,-19,-9[fluorescence artefact?],-2,-10
O=c1oc2ccccc2cc1-c1nc2ccccc2o1,-82,9,i,-2,14,-34,5,37,-28
CC(C(=O)Nc1ccc2c(c1)OCO2)N1CCN(C)CC1 (centres undefined),9,17,6,-2,-1,3,41,1,14
Cc1ccc(C2CC(=O)Nc3cc4c(cc32)OCO4)o1 (centres undefined),15,1,-3,0,0,0,-5,-1,3
NC(=O)c1ccc(Cc2ncc(C(F)(F)F)cc2Cl)s1,-8,1,-3,1,2,-13,3,1,-7
O=C(COc1ccc2ccccc2c1Br)NNC(=O)Nc1ccccc1,3,0,-5,-2,-4,-6,22,-6,-1
CCOC(=O)COc1ccc(C(=O)NC2CCCCC2)cc1,4,-1,4,3,2,-8,2,1,7
Cc1ccc(CSc2ccc3nnc(-c4cccnc4)n3n2)cc1,0,3,-1,0,-2,-8,-1,-1,-4
O=C(CSc1nnnn1-c1ccc(Cl)cc1)N1CCc2ccccc2C1,23,-1,-3,0,0,0,-6,1,8
Cc1ccc(C(C2=C(O)CC(C)(C)CC2=O)C2C(=O)CC(C)(C)CC2=O)o1 (centres undefined),15,3,-22,0,6,2,8,4,-15

# Of the compounds above, these contain a furan ring, fused or not.
SMILES,FXIIa inh 1536,Hck-Nef inh,hK5 inh,Wee1 degr inh,Runt-CBFb FRET,thrombin 1536,14-3-3 Bad PPI,Runt-SMMHC FRET,FXIa inh 1536
CC(C)N1CCN(Cc2ccc(Sc3nncn3C)o2)CC1CCO (centres undefined),7,18,-1,0,11,-7,-2,-2,-3
COCCOC(=O)c1c(C)oc2ccc(NS(=O)(=O)c3ccc(C)cc3)cc12,6,-1,-3,-1,2,-4,-6,3,-3
Cc1sc2ncnc(N(C)Cc3ccco3)c2c1C,14,2,-23,3,4,-5,-6,0,5
Cc1ccc(C2CC(=O)Nc3cc4c(cc32)OCO4)o1 (centres undefined),15,1,-3,0,0,0,-5,-1,3
Cc1ccc(C(C2=C(O)CC(C)(C)CC2=O)C2C(=O)CC(C)(C)CC2=O)o1 (centres undefined),15,3,-22,0,6,2,8,4,-15

# Other structures follow.
SMILES,FXIIa inh 1536,Hck-Nef inh,hK5 inh,Wee1 degr inh,Runt-CBFb FRET,thrombin 1536,14-3-3 Bad PPI,Runt-SMMHC FRET,FXIa inh 1536
O=C(O)c1ccc(S(=O)(=O)c2ccc3c(c2)C(=O)N(Cc2ccco2)C3=O)cc1,30,2,-15,-1,2,3,8[fluorescence artefact?],-6,22
Cc1cc(NC(=O)CSc2n[nH]c(CC(C)C)n2)no1,8,8,-15,-1,1,-7,-8[fluorescence artefact?],-4,2
O=C1c2ccccc2C(O)N1Cc1ccco1 (centres undefined),4,-8,-12,-2,0,-5,3[fluorescence artefact?],-4,-3
CC(=O)c1sc2nc(-c3cccs3)cc(C(F)(F)F)c2c1N,-9,-4,-3,-4,11,-8,-13,16,2
COc1ccc(N2C(=O)CSC23CCCCC3)cc1,24,0,27,0,-2,28,-7,-8,9
Cc1cccc(NC(=O)C2CCN(S(=O)(=O)c3c(C)nn(C)c3C)CC2)n1,6,1,-16,1,-1,-8,3[fluorescence artefact?],2,-10
CSc1cccc(NC(=O)CCCOc2ccc(Cl)cc2C)c1,10,-2,18,-1,-1,3,0,2,0
COc1ccccc1C(=O)NC(CCSC)C(=O)OC(C)C(N)=O (centres undefined),0,12,-6,0,0,-3,-14,0,-6
O=C(CSc1nccc(=O)[nH]1)Nc1ccc(F)c(Cl)c1,2,-1,6,-1,0,-7,4[fluorescence artefact?],-3,3
CCc1cccc(C)c1NC(=O)CSc1nnc(-c2ccco2)n1N,4,1,-8,0,5,-6,-3,3,-9
CCN1CCN(S(=O)(=O)c2cc(OCC(=O)NC3CCCCC3)c(C)cc2Cl)CC1,6,2,-15,-2,-1,-10,-11,0,-3
COc1ccc(/C=C2\SC(=O)N(CCC(=O)Nc3ccc(S(=O)(=O)Nc4nccs4)cc3)C2=O)cc1,16,4,-1,1,-10,-2,0,-15,6
Cc1ccc(NC(=O)CC2S/C(=N/c3nccs3)N(C)C2=O)c(C)c1 (centres undefined),13,-2,-19,4,3,0,5,0,-3
COC(=O)c1ccccc1N(C)S(C)(=O)=O,17,0,1,0,2,3,6[fluorescence artefact?],1,0
CCOC(=O)C1CCN(c2c(NCCCN3CCCCC3)c(=O)c2=O)CC1,9,18,3,3,-1,1,-3,-4,1
O=C(Nc1ccncc1)c1ccccc1-c1ccccc1,-6,-8,-21,2,1,-1,-1,0,-5
O=P(OC1CCCCC1)(OC1CCCCC1)C(O)c1ccc(Cl)cc1Cl (centres undefined),17,2,1,2,-6,3,-2,0,6
CS(=O)(=O)N(CC(=O)N1CCN(c2cccc(Cl)c2)CC1)c1cccc(F)c1,6,-1,-17,-1,1,-5,-6,-3,5
Oc1ccccc1-c1cc(C(F)(F)F)[nH]n1,7,29,4,-1,2,6,1,-1,2
CSc1nc(C)c(Cc2ccccc2)c(=O)[nH]1,-1,8,-22,-3,-2,0,-13,-3,-32
CC(C)Cc1nc2oc3c(N4CCN(CCO)CC4)ncnc3c2c2c1CCCC2,7,-2,-16,-1,-1,6,-5,-8,-2
CC(C)Cn1c(NCCO)nc2ccccc21,2,3,-22,0,1,-5,-20[fluorescence artefact?],1,4
CN(C)c1ccc2c3c(ccc(N(C)C)c13)COC2,10,7,nt,1,0,1,-8,4,-4
O=C(CSc1nc2ccccc2s1)NC1CCCc2ccccc21 (centres undefined),6,4,-7,1,-1,-5,1[fluorescence artefact?],2,2
CCOc1ccc(NC(=O)Nc2cnccn2)cc1,8,34,4,4,-2,-2,-15,1,-1
Cc1noc(C)c1C(=O)N1CCC(CO)(Cc2ccccc2)CC1,7,9,nt,6,-1,-5,-16,0,-2
COC(=O)c1sccc1NC(=S)Nc1ccc(C)cc1,7,1,-9,3,5,-2,-2,0,6
COc1ccc(N2CCN(C(=O)c3ccc(SC)cc3OC)CC2)cc1,nt,-14,3,5,2,3,-14,0,-2
COc1ccc(CCNC(=O)CC2SC(=NCc3ccccc3OC)NC2=O)cc1 (centres undefined),7,24,-6,3,-2,-5,-5,-2,-7
COc1ccccc1NC(=O)CCSc1nc(C)cc(C)n1,6,12,0,7,3,-8,-1,0,-3
COc1ccc(NC(=O)CN(c2cc(C)cc(C)c2)S(=O)(=O)c2c(C)noc2C)cc1,3,1,-3,-3,-2,-2,4,2,-7
CC(C)CNC(=O)c1ccccc1NC(=O)c1ccccc1N(C)S(C)(=O)=O,7,4,-2,0,-1,2,-9,4,4
CSc1c(-c2ccccn2)c(N)nn1C(=O)C1CCC1,3,-5,0,5,-1,-4,-1,-5,3
CCOC(=O)c1c(C2CC2)csc1NC(C)=O,18,6,-8,2,1,5,-7,-2,-3
C=CCNC(=O)C1CCC(C(=O)NCC=C)CC1 (centres undefined),6,18,-6,1,0,-6,-18,3,3
O=C(NC(=S)Nc1cc(S(=O)(=O)N2CCOCC2)ccc1N1CCOCC1)C1CCCC1,-2,-11,-19,4,0,3,4,0,-5
COc1cccc(C(C(=O)NC2CCCCC2)N(CCN2CCOCC2)C(=O)C2COc3ccccc3O2)c1 (centres undefined),5,17,-5,2,-2,-1,-7,-1,0
CC1C(=O)CCCCCCCCCC2C1(N1CCOCC1)CS2(=O)=O (centres undefined),8,2,-9,-2,-3,-5,3,0,3
COc1cccc(OCCOCCNCCO)c1,-5,-1,3,-3,-1,-4,-7,2,-10
COc1cc(OC)c(C2C(C#N)=C(C)NC(C)=C2C#N)c(C(=O)O)c1,5,2,-8,-3,-1,-9,-3,3,2
CC1=CC(=O)C(C(C)C)=C/C1=N/OC(=O)c1cccc([N+](=O)[O-])c1,19,-2,1,8,3,5,6,-6,4
COc1ccccc1C1C2=C(N=C3SCC(=O)N31)c1ccccc1CC2 (centres undefined),-2,1,0,0,5,-5,9,2,-2
O=C1CC(c2ccsc2)c2cc3c(cc2N1)OCCO3 (centres undefined),5,0,-7,-1,1,-6,2,0,-7
O=C(COc1ccc2c(c1)CCC2)N1CCN(c2cccc(C(F)(F)F)c2)CC1,8,8,-20,6,-8,-4,-30,-4,3
CN=CC1=C(O)CC(C)(C)CC1=O,16,2,-5,0,-1,4,5,2,3
